DENV2 CPE: protects cells from dengue virus 2 cytopathic effect; 350,000 tested, 1.7% active; CPE inhibition, % at 9.99 µM; AID 651640; DENV2-infected cells, cytopathic effect rescue, plate reader; in the data active means CPE inhibition above about 20%, passing the limit was not always enough; inconclusive means no clear call, values can overlap the other calls; tested in BHK-21 cells;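 further: 0% = median of neutral control wells and 100% = median of positive control wells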
PAX8 inh HTS: PAX8 transcriptional activity inhibition; RMG-I TPO-luciferase reporter, SteadyGlo, 24 h; inhibition, % at 12.6 µM; 360,000 tested, 1.2% active; AID 652154;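 active means mean replicate inhibition at least 60% with every replicate also reaching 60%; inconclusive means only one of the two criteria is met; inactive means mean below 60% and not all replicates reaching 60%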;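 further: luciferase light reporting Pax8 driven TPO promoter activity; plate controls were median of neutral control wells for no effect and mitoxantrone controls for full effect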
EWS-Fli inh: inhibitors of EWS/Fli oncoprotein transcriptional activity. AID 651661. inhibition, % at 12.6 µM. 350,000 tested, 0.67% active. A673 NR0B1-luciferase reporter, viability-normalised;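 active means mean inhibition of at least 50% after viability correction, with every replicate also passing that limit; inconclusive means mean reaches 50% but only one of two replicates passes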;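 further: firefly luciferase signal divided by Alamar Blue viability fluorescence both relative to DMSO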
SIRT5 inh: sirtuin-5 (human) deacylase inhibition | Q9NXA8 | Purified SirT5, succinyl-peptide AMC, trypsin-coupled fluorescence | inhibition, % at 15 µM | 330,000 tested, 1.1% active | AID 652115; in the data active means inhibition above about 15%; inconclusive means no clear call, values can overlap the other calls
Target sequence (Q9NXA8 whole entry, looked up): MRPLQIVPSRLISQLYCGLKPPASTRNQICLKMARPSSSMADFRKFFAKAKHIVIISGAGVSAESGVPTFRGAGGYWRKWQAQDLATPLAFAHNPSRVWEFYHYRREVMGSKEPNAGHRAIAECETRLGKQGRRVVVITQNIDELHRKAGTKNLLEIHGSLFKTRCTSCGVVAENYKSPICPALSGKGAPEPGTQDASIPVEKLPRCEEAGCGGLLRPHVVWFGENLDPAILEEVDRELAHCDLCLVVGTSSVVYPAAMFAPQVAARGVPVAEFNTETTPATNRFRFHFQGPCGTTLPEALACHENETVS
LGR2 antag: blocks bursicon-induced cAMP signaling via Drosophila LGR2; AID 720647; HEK293 LGR2, CRE-luciferase, bursicon-stimulated, 4 h; inhibition, % at 9.99 µM; 380,000 tested, 0.35% active;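 active means drop in luminescence signal, shown as inhibition above about 50% in the replicate tests, limit read from the data, passing the limit was not always enough; inconclusive means probably only some replicates passing the limit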;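 further: agonist challenge used bursicon conditioned medium at about half maximal strength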
ARNT-TACC3 inh: disrupts binding between human ARNT and TACC3; Q9Y6A5; AlphaScreen His-ARNT PAS-B/GST-TACC3 binding, luminescence; TACC3 fragment carries E629A point mutation; inhibition, % at 9.99 µM; 390,000 tested, 0.66% active;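 active means mean inhibition of replicates at least 50% and at least half of replicates each reaching 50%; inconclusive means half or more replicates reach 50% but mean below 50%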;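 further: 0% = complete ARNT plus TACC3 wells and 100% = ARNT alone without TACC3; many hits fall short of the cut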
CASP6 VEID inh: caspase-6 (human) enzyme inhibition; purified caspase-6, Z-VEID-R110 cleavage fluorescence; inhibition, % at 12.5 µM; 350,000 tested, 0.53% active;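 active means mean inhibition across replicates at least about 35%, with every replicate also reaching that limit, limit read from the data; inconclusive means only one of the two criteria met; inactive means neither criterion met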;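 further: 0% = median of neutral control wells and 100% = no fluorescence left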
Target sequence (P55212 24-179 limits assumed): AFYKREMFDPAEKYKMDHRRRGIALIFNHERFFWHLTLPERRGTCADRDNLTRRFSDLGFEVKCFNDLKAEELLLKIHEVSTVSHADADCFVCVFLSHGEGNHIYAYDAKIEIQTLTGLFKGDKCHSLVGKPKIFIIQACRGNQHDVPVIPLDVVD
Target sequence (P55212 194-293 limits assumed): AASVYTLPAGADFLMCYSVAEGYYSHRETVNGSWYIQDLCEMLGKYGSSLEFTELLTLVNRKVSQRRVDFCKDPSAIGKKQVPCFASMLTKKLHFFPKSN
* = called active by the depositor. An unsorted share of the library. About 4.9% of those tested had a hit in this group.

Screening C[C@H]1CN([C@@H](C)CO)C(=O)c2cccc(NC(=O)c3cnccn3)c2O[C@H]1CN(C)S(=O)(=O)c1ccccc1 returned PAX8 inh HTS 9.3, EWS-Fli inh 1.6 and LGR2 antag 11.2.
`Cc1cc(Br)c(NC(=O)COC(=O)c2ccc[n+]([O-])c2)c(Br)c1` gave DENV2 CPE -5.5, PAX8 inh HTS -3.1, EWS-Fli inh 1.8, SIRT5 inh -1.0, LGR2 antag 8.0, ARNT-TACC3 inh 1.0 and CASP6 VEID inh 0.7.
For NC(=O)c1ccccc1NC(=O)c1ccc2ccccc2c1 the results were DENV2 CPE inconclusive, PAX8 inh HTS -132.2, EWS-Fli inh -80.9, SIRT5 inh -3.1, LGR2 antag -25.7, ARNT-TACC3 inh -7.0 and CASP6 VEID inh -0.4.
Screening O=C(Nc1ccc(Br)cc1)C1CCN(C(=O)c2ccco2)CC1 returned DENV2 CPE 4.1, PAX8 inh HTS 2.2, EWS-Fli inh -4.5, SIRT5 inh 1.5, LGR2 antag -0.8, ARNT-TACC3 inh 9.5 and CASP6 VEID inh 2.5.
For CC(=O)c1ccc(OCc2cc(C(=O)NC(C)Cc3ccccn3)no2)cc1 (configuration not stated) the results were DENV2 CPE 1.1, PAX8 inh HTS -18.6, SIRT5 inh -3.4, LGR2 antag -18.8, ARNT-TACC3 inh 12.4 and CASP6 VEID inh 0.6.
`O=C(N[C@@H]1C=C[C@H](CC(=O)N2CCCCC2)O[C@@H]1CO)c1cccc(F)c1` gave DENV2 CPE 3.0, PAX8 inh HTS 13.7, EWS-Fli inh -1.1, SIRT5 inh -0.8, LGR2 antag 3.4, ARNT-TACC3 inh -8.8 and CASP6 VEID inh -2.2.
For CC(=O)N1N=C(c2ccc(C)cc2)CC1c1ccco1 (configuration not stated) the results were DENV2 CPE -0.9, PAX8 inh HTS 45.8, EWS-Fli inh -57.8, SIRT5 inh 2.1, LGR2 antag -22.7, ARNT-TACC3 inh 5.2 and CASP6 VEID inh 3.6.
`Cc1cccc(C(=O)NCC(=O)NCCCSc2ccccc2)c1` gave DENV2 CPE inconclusive, PAX8 inh HTS 15.2, EWS-Fli inh 0.3, SIRT5 inh -1.4, LGR2 antag 3.8, ARNT-TACC3 inh 3.6 and CASP6 VEID inh 1.7.
Screening CC(C)CC#Cc1ccc2c(c1)O[C@H](CN(C)Cc1cncnc1)[C@@H](C)CN([C@@H](C)CO)S2(=O)=O returned DENV2 CPE -4.3, EWS-Fli inh 15.2, SIRT5 inh 5.4, LGR2 antag 15.0, ARNT-TACC3 inh 13.8 and CASP6 VEID inh 32.3.
Screening O=C(C[C@H]1CC[C@@H]2[C@H](COC[C@@H](O)CN2Cc2cccc(-c3ccncc3)c2)O1)N1CCCCC1 returned DENV2 CPE 10.6, PAX8 inh HTS -14.3, EWS-Fli inh -5.5, SIRT5 inh 3.4, LGR2 antag 3.1, ARNT-TACC3 inh -3.0 and CASP6 VEID inh 0.4.
`Cc1ccsc1C(=O)N[C@@H](C)c1nnc2ccccn12` gave DENV2 CPE 3.0, PAX8 inh HTS 5.7, EWS-Fli inh 2.1, SIRT5 inh -3.0, LGR2 antag -3.0, ARNT-TACC3 inh 2.7 and CASP6 VEID inh 0.9.
Screening C/C=C(\C)CN1CCC(n2nccc2NC(=O)CCCc2ccccc2)CC1 returned DENV2 CPE 5.4, PAX8 inh HTS 11.1, EWS-Fli inh 3.2, SIRT5 inh -3.4, LGR2 antag 6.3, ARNT-TACC3 inh -4.8 and CASP6 VEID inh -0.9.

Reprinted at random: 2 records from the list
`Cc1cccc(C(=O)NCC(=O)NCCCSc2ccccc2)c1` gave DENV2 CPE inconclusive, PAX8 inh HTS 15.2, EWS-Fli inh 0.3, SIRT5 inh -1.4, LGR2 antag 3.8, ARNT-TACC3 inh 3.6 and CASP6 VEID inh 1.7.
For CC(=O)c1ccc(OCc2cc(C(=O)NC(C)Cc3ccccn3)no2)cc1 (configuration not stated) the results were DENV2 CPE 1.1, PAX8 inh HTS -18.6, SIRT5 inh -3.4, LGR2 antag -18.8, ARNT-TACC3 inh 12.4 and CASP6 VEID inh 0.6.

(continued)
Screening Cc1cccc(C)c1-n1c(C)nn(Cc2ccc([N+](=O)[O-])cc2)c1=O returned DENV2 CPE 2.7, PAX8 inh HTS -14.5, EWS-Fli inh -2.7, SIRT5 inh -2.6, LGR2 antag 9.1, ARNT-TACC3 inh -1.4 and CASP6 VEID inh -2.1.
For CC(=O)c1ccc(NS(=O)(=O)c2ccc(N)cc2)cc1 the results were DENV2 CPE 3.5, PAX8 inh HTS 10.4, EWS-Fli inh -3.0, LGR2 antag 0.1, ARNT-TACC3 inh -6.1 and CASP6 VEID inh 3.4.
Screening NC(=O)c1cnccc1C=Cc1ccccc1 returned DENV2 CPE -5.5, PAX8 inh HTS 16.0, EWS-Fli inh 0.2, SIRT5 inh 3.2, ARNT-TACC3 inh -2.2 and CASP6 VEID inh 0.4.
Cc1cc(C(=O)NNS(=O)(=O)c2ccc(C(C)(C)C)cc2)nn1C(C)(C)C was read as DENV2 CPE 16.8, PAX8 inh HTS 9.4, EWS-Fli inh -9.9, SIRT5 inh 3.5, LGR2 antag 3.1, ARNT-TACC3 inh -3.1 and CASP6 VEID inh 1.1.
Screening O=C(Cc1c(F)cccc1Cl)NNC(=O)Nc1ccc2c(c1)OCO2 returned DENV2 CPE 8.0, PAX8 inh HTS -5.7, EWS-Fli inh -12.1, SIRT5 inh -3.7, LGR2 antag 10.2, ARNT-TACC3 inh -2.9 and CASP6 VEID inh -2.8.
Cc1ccc(NC(=O)C2=C(c3ccccc3)S(=O)(=O)CCS2(=O)=O)cc1 was read as DENV2 CPE 6.2, PAX8 inh HTS 115.9*, EWS-Fli inh 64.6*, SIRT5 inh -2.9, LGR2 antag 37.6, ARNT-TACC3 inh -15.7 and CASP6 VEID inh 7.3.
Screening CCOc1ccccc1-n1c(C)nc2cc(C(=O)O)ccc21 returned DENV2 CPE 5.6, PAX8 inh HTS 0.3, EWS-Fli inh -10.5, SIRT5 inh 1.2, LGR2 antag 3.3, ARNT-TACC3 inh -3.8 and CASP6 VEID inh -0.1.
Screening Cc1ccc2c(Cl)c(C(=O)NC3CC3)sc2c1 returned DENV2 CPE inconclusive, PAX8 inh HTS -209.5, EWS-Fli inh -66.0, SIRT5 inh 0.5, LGR2 antag -63.1, ARNT-TACC3 inh -0.6 and CASP6 VEID inh 30.6.
COCCNC(=O)CSc1nnc(-c2ccccc2F)n1Cc1ccccc1 was read as DENV2 CPE 4.9, PAX8 inh HTS -3.1, EWS-Fli inh 1.0, SIRT5 inh -7.0, LGR2 antag -6.8, ARNT-TACC3 inh 19.8 and CASP6 VEID inh 1.3.
For C[C@H]1CN([C@@H](C)CO)C(=O)Cc2cc(NC(=O)Cn3cnnn3)ccc2O[C@@H]1CN(C)CC1CCCCC1 the results were DENV2 CPE 7.2, PAX8 inh HTS -15.1, EWS-Fli inh -4.3, SIRT5 inh 0.8, LGR2 antag -5.5, ARNT-TACC3 inh -1.9 and CASP6 VEID inh -0.8.
CN(CC(=O)Nc1cccc(C#N)c1)Cc1ccc(Cl)cc1 was read as DENV2 CPE -7.2, PAX8 inh HTS 22.6, EWS-Fli inh 6.1, SIRT5 inh -4.5, LGR2 antag 3.1, ARNT-TACC3 inh 9.8 and CASP6 VEID inh 1.3.
For COC(=O)c1[nH]c(C)c(/C(O)=C2\C(=O)C(=O)N(CCN3CCOCC3)C2c2ccco2)c1C (configuration not stated) the results were DENV2 CPE 9.1, PAX8 inh HTS 4.0, EWS-Fli inh -9.3, SIRT5 inh -1.1, LGR2 antag -6.2, ARNT-TACC3 inh -0.1 and CASP6 VEID inh -0.1.
`Cc1ccc(NC(=O)C2(C)CCN2Cc2csc3ccccc23)cc1` (configuration not stated) gave DENV2 CPE inconclusive, PAX8 inh HTS 10.8, EWS-Fli inh -29.0, LGR2 antag 1.9 and CASP6 VEID inh 0.8.
COc1ccccc1N(CC(O)Cn1ccnc1C)S(=O)(=O)c1ccccc1 (configuration not stated) was read as DENV2 CPE -2.0, PAX8 inh HTS 14.4, EWS-Fli inh 11.4, SIRT5 inh -3.4, LGR2 antag 30.2, ARNT-TACC3 inh -3.9 and CASP6 VEID inh 0.7.
For COc1cc(C2NC(=O)NC(C)=C2C(=O)OCC2CCCCC2)cc(Cl)c1O (configuration not stated) the results were DENV2 CPE -4.9, PAX8 inh HTS 4.9, EWS-Fli inh 4.3, SIRT5 inh 2.4, LGR2 antag 14.2, ARNT-TACC3 inh 33.0 and CASP6 VEID inh 2.8.
Screening CC(=O)N1CCc2c(sc(NC(=O)c3ccc(S(=O)(=O)N(C)CC4CCCO4)cc3)c2C(N)=O)C1 (configuration not stated) returned DENV2 CPE 10.6, PAX8 inh HTS -19.0, EWS-Fli inh 2.6, LGR2 antag -0.5 and CASP6 VEID inh 11.0.
Screening O=C(Nc1cccc(C(F)(F)F)c1)c1csc([C@@H]2C[C@H](O)[C@@H](CO)O2)n1 returned DENV2 CPE 6.9, PAX8 inh HTS -7.0, EWS-Fli inh -2.9, SIRT5 inh 2.4, LGR2 antag -16.1 and CASP6 VEID inh 4.3.
Screening CCOC(=O)C1(Cc2ccc(Cl)cc2)CCN(Cc2ccon2)CC1 returned DENV2 CPE -6.6, PAX8 inh HTS 17.2, EWS-Fli inh 12.1, SIRT5 inh -3.9, LGR2 antag -14.7, ARNT-TACC3 inh 0.8 and CASP6 VEID inh -4.4.
COc1ccc(CCNC(=O)CC(c2ccccc2)c2cccc(C)c2O)cc1OC (configuration not stated) was read as DENV2 CPE -2.3, PAX8 inh HTS 16.7, EWS-Fli inh 1.3, SIRT5 inh -3.8, LGR2 antag 12.2, ARNT-TACC3 inh 2.1 and CASP6 VEID inh 4.7.
For O=C(Nc1cccc(Cl)c1)c1csc([C@@H]2C[C@H](O)[C@@H](CO)O2)n1 the results were DENV2 CPE 36.0*, PAX8 inh HTS -35.4, EWS-Fli inh -27.8, LGR2 antag 14.4 and CASP6 VEID inh 5.2.
CC1CCN(S(=O)(=O)c2nnc(NC(=O)COc3ccccc3)s2)CC1 was read as DENV2 CPE -1.3, PAX8 inh HTS 1.3, SIRT5 inh -0.5, LGR2 antag 4.5, ARNT-TACC3 inh -7.5 and CASP6 VEID inh 0.0.
`CC(C)C(=O)Nc1c(-c2ccccc2)c(=O)c2ccccc2n1C` gave DENV2 CPE -0.7, PAX8 inh HTS -3.8, EWS-Fli inh 11.0, SIRT5 inh -2.9, LGR2 antag 12.5, ARNT-TACC3 inh -4.4 and CASP6 VEID inh 1.9.
For O=C(NCc1nc(-c2ccccc2)no1)c1cccs1 the results were DENV2 CPE -3.6, EWS-Fli inh -3.6, SIRT5 inh -1.4, LGR2 antag 14.8, ARNT-TACC3 inh -5.9 and CASP6 VEID inh 2.5.
COc1ccc(/C=N/NC(=O)c2cc(-c3ccccc3OC(C)C)nc3ccccc23)cc1CN1CCOCC1 was read as PAX8 inh HTS 6.8, LGR2 antag 6.6 and ARNT-TACC3 inh -11.2.
`COc1cccc(S(=O)(=O)N[C@H]2CC[C@H](CC(=O)NCc3ccccc3)O[C@@H]2CO)c1` gave DENV2 CPE 18.4, PAX8 inh HTS -1.2, EWS-Fli inh -0.8, SIRT5 inh 0.2, LGR2 antag -2.1, ARNT-TACC3 inh -3.8 and CASP6 VEID inh 2.7.
Screening COC(=O)[C@H]1[C@H](CO)[C@H]2Cn3c(cccc3=O)[C@H]2N1C(=O)C1CCC1 returned DENV2 CPE -3.5, EWS-Fli inh 3.3, SIRT5 inh -2.1, LGR2 antag 9.3, ARNT-TACC3 inh -7.3 and CASP6 VEID inh 13.3.
`COc1cc(NC(=O)c2cccs2)c(OC)cc1NC(=O)c1ccco1` gave PAX8 inh HTS -14.8, LGR2 antag 6.5 and ARNT-TACC3 inh -5.0.
Screening Cc1cc(C)cc(OCC(=O)N2CCc3ccccc3C2)c1 returned DENV2 CPE 4.2, PAX8 inh HTS 18.4, EWS-Fli inh 8.6, SIRT5 inh -2.2, LGR2 antag 25.4, ARNT-TACC3 inh -5.1 and CASP6 VEID inh 0.0.
`C/C=C/c1ccccc1[C@@H]1[C@H](C#N)N(S(=O)(=O)c2cccc(F)c2)[C@H]1CO` gave DENV2 CPE -14.6, PAX8 inh HTS 17.6, EWS-Fli inh -6.1, SIRT5 inh -0.8, LGR2 antag 22.2 and CASP6 VEID inh -0.1.

Source: PubChem
